# PTHR1 agonist – activates the human parathyroid hormone receptor PTHR1; Q03431; HEK293 GP2 PTHR1 cells, GloSensor cAMP luminescence, 1 h; Potency, µM (series often up to 115 µM), without a hit: at the top dose activation, usual class: activators; actives 0.075% (n = 410,000); AID 743266; further: potency means the concentration at half of the fitted maximal effect; nearly all actives have a fitted effect of over 55% in size; some results filed as inactive show a strong effect at the top dose; inactives centre near -15; many of its hits are not listed in these tables
#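 HEK-293-derived GP2 cells expressing PTHR1 and a GloSensor cAMP reporter, 3,000/well, plated overnight, given luciferin plus IBMX (each 0.5 mM as added) for 1 h at 37 °C, then compound for 1 h at 37 °C. Luminescence was read after 15 min at room temperature.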
# EPAC2 ag – EPAC2 (human) agonism. EPAC2 activation, biochemical qHTS; response scale: 100% = 6.5 mM cAMP response. actives 0.079% (n = 360,000). AID 720711. Q8WZA2. Potency, µM (doses to about 154 µM), without a hit: at the top dose activation, actives largely listed as activators; further: potency means the concentration at half of the fitted maximal effect; nearly all actives have a fitted effect of over 50% in size
# Target sequence (Q8WZA2 whole entry, looked up): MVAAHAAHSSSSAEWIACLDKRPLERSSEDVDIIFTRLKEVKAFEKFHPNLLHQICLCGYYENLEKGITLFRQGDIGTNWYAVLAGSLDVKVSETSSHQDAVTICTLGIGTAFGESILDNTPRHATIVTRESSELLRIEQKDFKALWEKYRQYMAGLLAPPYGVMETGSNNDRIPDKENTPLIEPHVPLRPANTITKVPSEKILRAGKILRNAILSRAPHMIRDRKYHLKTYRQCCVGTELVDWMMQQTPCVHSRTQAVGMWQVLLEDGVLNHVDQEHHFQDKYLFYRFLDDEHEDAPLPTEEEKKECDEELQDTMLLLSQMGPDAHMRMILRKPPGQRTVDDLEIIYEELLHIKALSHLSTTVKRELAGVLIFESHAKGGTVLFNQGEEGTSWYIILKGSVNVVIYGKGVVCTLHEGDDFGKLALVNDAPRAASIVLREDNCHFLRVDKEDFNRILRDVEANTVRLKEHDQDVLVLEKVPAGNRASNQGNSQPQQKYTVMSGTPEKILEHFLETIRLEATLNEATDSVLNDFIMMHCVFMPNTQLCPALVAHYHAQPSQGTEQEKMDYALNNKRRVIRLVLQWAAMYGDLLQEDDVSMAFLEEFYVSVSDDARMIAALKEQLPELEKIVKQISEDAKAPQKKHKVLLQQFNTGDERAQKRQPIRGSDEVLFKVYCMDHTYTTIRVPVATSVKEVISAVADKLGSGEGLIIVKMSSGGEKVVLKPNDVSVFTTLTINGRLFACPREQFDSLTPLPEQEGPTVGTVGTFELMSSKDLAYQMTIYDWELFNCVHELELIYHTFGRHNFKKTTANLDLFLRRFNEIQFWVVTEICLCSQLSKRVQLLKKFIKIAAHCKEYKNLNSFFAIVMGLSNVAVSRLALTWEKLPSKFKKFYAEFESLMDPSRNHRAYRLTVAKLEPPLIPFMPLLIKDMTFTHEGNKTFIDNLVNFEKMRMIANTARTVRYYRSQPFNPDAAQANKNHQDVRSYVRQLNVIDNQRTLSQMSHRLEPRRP
#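 Setup: EPAC2 100 nM, labeled Rap1B complex 250 nM, free GDP 50 uM. Compound titrations pinned in, brief spin, 5 min room temperature incubation. Kinetic fluorescence read over 30 min, normalized to 6.5 mM cAMP.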
# CCT chaperon mod – cytosolic chaperonin activity modulation. purified chaperonin ATPase assay, HTRF ADP detection, 30 min. activity change, % (test concentration not listed), hits read low. actives 0.3% (n = 360,000). AID 651819; in the data active means activity change below about -30%; further: on the % scale 0 is the no-effect control and ±100 the full control effect
#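 Nucleotide hydrolysis assay: TRiC at 20–40 nM final (set by batch activity) with 10 uM ATP, 30 min at 37 °C, in presence of 76 uM compound. Detection by competitive ADP HTRF, 30 min ambient.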
# DRD3 agonist – activates the human D3 dopamine receptor; D3R DiscoveRx beta-arrestin cells, luminescence, 90 min; actives 0.58% (n = 410,000); P35462; max activation, %; in the data active means max activation above about 30%; further: 0% is about no effect; mostly tested at two doses, the higher about 12 µM
#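 Agonist-mode cell screen: cells plated at 1500/well and incubated overnight at 37 °C, then exposed to library compounds for 90 min at 37 °C. Detection reagent was added for 30–60 min at room temperature, and luminescence was read.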
# EPAC2 antag – antagonists of human EPAC2. Q8WZA2. AID 720708. actives 0.18% (n = 360,000). EPAC2 GEF exchange of Rap1B-BODIPY-GDP, fluorescence. Potency, µM (series often up to 114 µM), without a hit: top-dose activity, negative = inhibition, usual class: inhibitors; further: potency means the concentration at half of the fitted maximal effect; on the % scale 0 is the no-effect control and ±100 the full control effect; nearly all actives have a fitted effect of over 45% in size; many of its hits are not listed in these tables
# Akt phos inh – blocks phosphorylation of Akt | Neuro2A IGF-stimulated pAkt S473 HTRF, 20 min; active compounds read low | activity change, % for hits at 50 µM | actives 0.32% (n = 360,000) | AID 651550; in the data active means activity change below about -80%; inconclusive means mostly about -51% to -80%; further: on the % scale 0 is the no-effect control and ±100 the full control effect
#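 Neuro2A cells (4,500/well, DMEM with 0.5% FBS) were treated with compound at a single 50 µM final concentration, stimulated with 6 nM IGF for 20 min at 37 °C, and lysed. Phospho-Akt Ser473 was read by HTRF as 665/615 ratio ×10^4.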
# MmCpn inh – blocks the Methanococcus maripaludis chaperonin Mm-Cpn; purified Mm-Cpn ATPase, ADP Transcreener TR-FRET; AID 504842; actives 0.031% (n = 330,000); Potency, µM (top dose mostly 76.9 µM), without a hit: at the top dose activity, negative = inhibition, most hits filed as inhibitors; further: potency means the concentration at half of the fitted maximal effect; on the % scale 0 is the no-effect control and ±100 the full control effect; nearly all actives have a fitted effect of over 80% in size
#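 ATPase turnover read by TR-FRET ADP competition (Eu cryptate antibody/ADP-d2, 665/590 nm): 10uM ATP final, 25nM Mm-CPN final, 30 min 37degC after 10-min compound preincubation, pH 7.4 Tris/KCl/MgCl2/DTT buffer.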
# D3 antag – D3 dopamine receptor (human) antagonism; P35462; D3R cells, DiscoveRx beta-arrestin luminescence, antagonist mode; active compounds read low; max response, negative = inhibition, %; actives 2.5% (n = 360,000); in the data active means max response below about -50%; inconclusive means no clear call, values can overlap the other calls; further: on the % scale 0 is the no-effect control and ±100 the full control effect; mostly tested at two doses, the higher about 12 µM
#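 Cells plated overnight at 1500 cells/well, then exposed to library compounds with dopamine controls for 90 minutes at 37 degrees C. DiscoveRx reagent added for 30–60 minutes at room temperature; luminescence read, quantitative HTS format.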
# * marks the source's active call; other numbers are inactive results; i = inactive; ? = inconclusive; / = not tested or not shown; & = joins results of further samples; [ ] = another dose, or the depositor's remark. Unless noted, the call rests on the fitted dose curve; in most records, active means well fitted curve in the direction sought with a large enough effect; inconclusive means small, poorly fitted or top-dose-only effect, or another doubt; inactive means no such curve, though single readings can be large; an effect the other way counts as inactive or inconclusive. Not all compounds are listed; rates above refer to the full screens.
# Fields – PTHR1 agonist	EPAC2 ag	CCT chaperon mod	DRD3 agonist	EPAC2 antag	Akt phos inh	MmCpn inh	D3 antag
- O=C(NNC(=O)C1CC=CCC1)c1cccc(Br)c1 (stereo not drawn)
→ -7.7%	8.3%	2.9	7.9	1.5%	i	/	-12.7
- COc1cccc2cc(C(=O)Nc3ccc(S(=O)(=O)NCC4CCCO4)cc3)c(=O)oc12 (stereo not drawn)
→ -19.4%	3.7%	-2.0	-3.7	1.1%	i	0.4%	-4.8
- O=C(/C=C/[C@H]1O[C@@H](n2ccc(=O)[nH]c2=O)[C@H](O)[C@@H]1O)NCC1CCCO1 (stereo partly drawn)
→ -9.3%	5.3%	0.8	-9.2	1.7%	i	/	-15.9
- O=C(CSc1nc2ccccc2c(=O)n1-c1ccc(F)cc1F)NC1CCS(=O)(=O)C1 (stereo not drawn)
→ -15.4%	5.6%	0.8	-4.3	7.8%	i	/	-7.2
- Cc1ccc(NS(=O)(=O)c2ccc(-n3cccn3)cc2)cc1C
→ -3.8%	-9.0%	-1.1	7.0	-2.3%	i	1.2%	0.1
- COc1ccc(/C=C2\CCc3ccccc3C2=O)cc1Cn1cccn1
→ -41.0%[inhibitor]	19.5%	-1.1	0.0	-9.4%	i	3.9%	-11.1
- Cc1ccc(O)c(C(CC(=O)N2CCCC2)c2ccccc2)c1 (stereo not drawn)
→ -69.6%	-2.9%	2.1	-7.0	6.1%	i	4.0%	-0.4
- CC1(C)Cc2noc(N)c2C(C)(C)N1OC(=O)c1ccccc1
→ i	5.4%	0.0	0.4	11.3%	i	0.5%	12.9
- O=c1[nH]nc2n1CCCCC2
→ i	-2.3%	0.1	1.2	9.3%	i	-4.0%	45.8
- CCOC(=O)C1(CC2CC2)CCN(Cc2cn(C)c3ccccc23)CC1
→ -23.4%	-1.8%	-2.3	-12.3	4.7%	i	-1.7%	?
- COC(=O)c1cc(Br)c(=O)n(CCN(C(C)C)C(C)C)c1
→ -15.7%[57.5 µM]	0.5%	0.3	4.1	5.5%	i	-0.1%	12.5
- Cc1c(NC(=O)COC(=O)CSc2ccc([N+](=O)[O-])cc2)c(=O)n(-c2ccccc2)n1C
→ i	0.1%	-2.1	3.1	-1.7%	i	-1.1%	4.7
- Cc1ccc(-c2nnc(Nc3ccc4c(c3)OCO4)c3ccccc23)cc1S(N)(=O)=O
→ -14.2%	7.6%	0.8	-18.5	6.8%	i	0.3%	1.2
- O=C(NC(=S)Nc1ccc(S(=O)(=O)Nc2nccs2)cc1)c1ccc(F)c(F)c1
→ -4.2%	2.5%	-0.3	1.0	7.8%	i	0.3%	-14.1
- COc1ccc(Cl)cc1Cn1c(C)c(C(=O)NCc2cccc(Cl)c2)sc1=O
→ i	11.9%	-1.9	-8.2	5.7%	i	/	?
- Nc1nnnn1N=C1CCCCC1
→ i	-6.6%	1.9	1.2	6.2%	i	0.6%	-10.5
- CCOC(=O)c1sc(NC(=O)CN2C(=O)C3CC=CCC3C2=O)nc1C (stereo not drawn)
→ i	-3.3%	-1.0	6.2	-1.9%	i	0.6%	-14.1
- CN(CCCNC(=O)Cn1cc2c(n1)CCCC2)C1CCCCC1
→ 15.5%	10.3%	-4.4	-7.2	3.6%	i	2.0%	-0.3
- CC[C@H](C)[C@H](NC(=O)OCc1ccccc1)C(=O)OCC(=O)Nc1ccc(N2CCOCC2)cc1
→ -47.1%[inhibitor]	7.2%	-1.7	7.8	-0.3%	i	-2.8%	0.9
- CCCOc1ccc(-c2nc(C#N)c(N3CCc4ccccc4C3)o2)cc1
→ ?	10.9%	-1.2	-1.0	-5.0%	i	-1.0%	-5.1
- CC1CCC(NCC(=O)Nc2cccc(S(N)(=O)=O)c2)CC1 (stereo not drawn)
→ -1.8%	-1.3%	1.8	3.3	4.2%	i	-2.6%	-11.3
- N#CC1=C(N)C2=CCCC[C@H]2[C@H](c2ccc(Br)cc2)C1(C#N)C#N
→ -29.7%	3.4%	1.3	-13.4	19.2%	i	-1.3%	-19.0
- COc1ccc(CCNC2=CC(=O)N(c3ccc(F)cc3)C2=O)cc1
→ i	9.9%	-0.2	4.0	-4.5%	i	0.6%	-8.9
- CC1(C(=O)NS(=O)(=O)Cc2cccc(Cl)c2)CCN1C(=O)Cc1cccs1 (stereo not drawn)
→ ?	-9.8%	1.0	-6.6	10.0%	i	/	-12.3
- COc1ccc(NC(=O)C[C@H]2C(=O)N(Cc3ccccc3)C[C@@H]2C)cc1
→ -24.8%	15.5%	-1.5	-1.6	1.8%	i	/	1.7
- O=c1cc(-c2ccccc2)ss1
→ i	1.5%	-2.0	-3.7	1.6%	i	/	-3.7
- COc1ccc(CCNC(=O)c2ccc3c(c2)N(Cc2ccccc2)CCS3)cc1OC
→ -11.6%&-18.0%	3.2%	-3.3	1.4&3.0	-5.5%	i	?	33.7
- COc1ccc(CC(=O)NNC(=O)CN(C)S(=O)(=O)c2ccc(Cl)cc2)cc1OC
→ 16.4%	7.6%	1.3	-1.4	2.0%	i	-2.4%	-1.5
- CN(C)N1C(N)=C(C#N)C(c2ccc(Cl)cc2)C2=C1CCCC2=O (stereo not drawn)
→ -14.0%	13.8%	-4.5	-0.9	-22.2%	i	2.9%	-7.1
- CCC1CN(C(=O)N2CCC(C(=O)NCCc3ccc(OC)cc3OC)CC2)c2ccccc2O1 (stereo not drawn)
→ -12.3%	4.0%	-0.5	-0.3	0.5%	i	4.3%	23.6
- COc1ccc(-c2noc(N3CCC(C(=O)Nc4ccc(F)cc4F)CC3)n2)cc1
→ -35.9%[inhibitor]	1.1%	-1.5	5.4	14.6%	i	1.1%	-11.5
- CCc1ccc(/C=N/NC(=O)c2nnn(-c3nonc3N)c2CN2CCOCC2)cc1
→ -19.9%	17.2%	0.2	-2.7	0.4%	i	-0.6%	-1.2
- O=S(=O)(c1ccc(F)c(F)c1F)N1CCN(C(=S)Nc2ccccc2)CC1
→ -11.7%	29.3%	-0.1	7.1	-8.8%	i	2.2%	-2.1
- Cc1cccc(NC(=O)CSc2n[nH]c(-c3ccncc3)n2)c1
→ -4.4%[57.5 µM]	4.0%	-17.1	13.4	-0.1%	i	-0.8%	21.7
- CCSc1ncc(Cl)c(C(=O)Nc2ccccc2F)n1
→ -2.9%	-2.6%	-2.2	-1.0	-2.4%	i	0.7%	-15.5
- Cc1cccc(Nc2ncc3c(n2)CC(c2ccco2)CC3=O)c1 (stereo not drawn)
→ -4.8%[57.5 µM]	-23.0%	1.5	8.6	1.9%	i	-2.1%	-23.4
- COCC(=O)Oc1c(S(=O)(=O)c2ccc(C)cc2)c(C)nn1C(C)(C)C
→ -27.1%	-3.3%	0.9	-2.3	-1.4%	i	-1.7%	20.9
- COC(=O)c1ccc2nc(NC(=O)CN3C(=O)CCC3=O)sc2c1
→ -6.9%	-2.1%	-2.3	0.2	-2.2%	i	2.6%	4.2
- N#Cc1c(/N=C\c2ccc(O)c([N+](=O)[O-])c2)sc2c1CCCC2
→ -26.2%	2.0%	-5.5	21.9	-5.4%[57.1 µM]	i	-3.6%	-9.1
- O=[N+]([O-])c1ccc(O)c(/C=N/NC2=NS(=O)(=O)c3ccccc32)c1
→ -22.8%	3.6%	-4.6	3.8	5.4%	i	-1.1%	-20.9
- COc1ccc(C(=O)Nc2cccc(-c3csc(C)n3)c2)cc1S(=O)(=O)N1CCCC1
→ i	12.1%	2.2	3.4	-21.1%	i	?	40.2
- Cc1cccn2c(=O)c(/C=C(\C#N)S(=O)(=O)c3ccccc3)c(N3CCC(C(N)=O)CC3)nc12
→ -12.3%[57.5 µM]	3.3%	-0.8	3.3	3.8%	i	-2.7%	?
- COc1ccc(OC)c(N2CC(O)(c3ccccc3)[N+]3=C2SCCC3)c1 (stereo not drawn)
→ i	6.2%	3.0	-2.2	17.4%	i	0.3%	-1.8
- c1ccc(N2CCN(c3nc4ccccc4n4cnnc34)CC2)cc1
→ -18.6%	3.3%	0.7	-0.4	-6.1%	i	-0.2%	30.8
- O=C(COC(=O)/C=C/c1ccccc1Cl)NCCNC(=O)COC(=O)/C=C/c1ccccc1Cl
→ i	4.6%	-1.5	4.8	6.5%	i	-2.3%	5.1
- Cc1cc([N+](=O)[O-])nn1CCCC(=O)O
→ i	-2.9%	1.8	-3.0	-2.8%	i	-0.9%	-1.8
- CCOc1ccc(C(=O)NCCC2=CCCCC2)cc1OCC
→ -12.1%	-3.0%	0.8	-9.6	0.2%	i	-19.9%	?
- O=C(Nc1cccc2ncccc12)c1cc2ccccc2o1
→ i	-26.6%[15.6 µM]	1.4	4.9	-8.8%	/	-4.7%	?
- CCCc1c(C)c2c(C)[nH]nc2oc1=O
→ i	2.6%	-2.0	-7.1	6.1%	i	0.3%	-17.0
- CC(C)C(=O)Nc1ccc(NC(=O)c2ccccn2)cn1
→ -15.2%[57.5 µM]	-0.2%	-1.5	1.7	-1.2%	i	-2.0%	2.1

# The list continues.
# Fields – PTHR1 agonist	EPAC2 ag	CCT chaperon mod	DRD3 agonist	EPAC2 antag	Akt phos inh	MmCpn inh	D3 antag
- Cn1ncc(Br)c1C(=O)N/N=C/c1cccc(OC2CSC2)c1
→ i	-7.9%	-13.4	1.5	-4.4%	i	0.9%	22.7
- COC(=O)CC1C(=O)NCCN1C(=O)CSc1nnc(Nc2ccc(OC)cc2)s1 (stereo not drawn)
→ -4.6%	-4.8%	-0.7	1.8	8.0%	i	-1.1%	-7.5
- O=C(NC(=S)NCCc1ccc(Cl)cc1)c1ccco1
→ -34.8%[inhibitor]	15.5%	2.5	2.5	-6.2%	i	-5.7%	2.1
- O=C(OCC(=O)N1CCc2ccccc21)c1ccccc1
→ -10.9%[57.5 µM]	0.5%	1.6	-4.4	14.1%	i	1.3%	27.9
- CC(=O)Nc1ccc(OC(F)(F)C(F)F)c(NC(C)=O)c1
→ 0.8%	6.9%	-1.5	-9.5	4.3%	i	0.4%	-16.7
- O=C(NCCCCc1ccccc1)C1CC(c2ccc(C(F)(F)F)cc2)=NO1 (stereo not drawn)
→ -16.3%	-6.2%	-1.4	57.9*	-13.9%	i	0.8%	53.0

# Screening results: PubChem, National Center for Advancing Translational Sciences (NCATS)
